Compound activity: PubChem BioAssay, National Center for Advancing Translational Sciences (NCATS)
KinaseGlo FLuc: Counterscreen for Luciferase (Kinase-Glo TM) Inhibition | Luciferin 4-monooxygenase (Photuris pensylvanica), Q27757 | Kinase-Glo luciferase, ATP luminescence, 8 min | AID 1379, 2008 | Potency, µM (top dose mostly 38.3 µM), without a hit: top-dose activity change, negative = inhibition, actives largely listed as inhibitors | 0.28% of 200,000 active; further: on the % scale 0 is the no-effect control and ±100 the full control effect; nearly all actives have a fitted effect of over 60% in size
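Substrate mix (final 50 mM imidazole pH 7.2, 50 mM KCl, 7 mM MgCl2, 10 uM ATP, 0.01% Tween 20, 0.05% BSA) plus pin-tool compound, then Kinase-Glo detection mix; 8 min ambient, luminescence read.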
SMN2 splice up: qHTS Assay for Enhancers of SMN2 Splice Variant Expression | 2.8% of 210,000 active | AID 1458, 2008 | HEK293 SMN2-luciferase splicing reporter, luminescence, 30-36 h | Potency, µM (series often up to 46.1 µM), for the others: at the highest dose activity change, positive = activation, actives largely listed as activators; further: % of control where 0% means no effect; nearly all actives have a fitted effect of over 55% in size
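HEK293 cells carry an SMN2 minigene-luciferase reporter in which exon 7 inclusion puts luciferase in frame. Cells were seeded at 2000 cells/well, attached for 10-12 hours, then exposed to compounds for 30-36 hours at 37C before ONE-Glo luminescence.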
GoLoco inh red: qHTS Assay for Inhibitors of RGS12 GoLoco Motif Activity (Red Fluorophore). Guanine nucleotide-binding protein G(i) subunit alpha-1 (Homo sapiens), P63096. Gai1:RGS12 GoLoco peptide FP, rhodamine, 10 min. Potency, µM (doses to about 61.6 µM), for inactives: at the top dose activity, negative = inhibition, hits mostly inhibitors. 0.44% of 230,000 active; active means well fitted inhibition curve with a large enough effect, not every such curve was filed as active; inactive means no such curve, though single readings can be large or run the other way; further: on the % scale 0 is the no-effect control and ±100 the full control effect; nearly all actives have a fitted effect of over 30% in size; many of its hits are not listed in these tables
KDM4E inh: qHTS Assay for Inhibitors of Human Jumonji Domain Containing 2E (JMJD2E); Lysine-specific demethylase 4E (Homo sapiens), B2RXH2; Potency, µM (titrated, usually from 57.1 µM), without a hit: at the top dose activity change, negative = inhibition, actives largely listed as inhibitors; JMJD2E catalytic domain, FDH-coupled NADH fluorescence (FDH is formaldehyde dehydrogenase); 1.6% of 230,000 active; AID 2147, 2009; active means well fitted inhibition curve with a large enough effect, not every such curve was filed as active; inconclusive means small, poorly fitted or top-dose-only effect, or another doubt; inactive means no such curve, though single readings can be large or run the other way;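 further: 0% = wells with enzyme and -100% = buffer wells without enzyme; nearly all actives have a fitted effect of over 50% in size; many of its hits are not listed in these tables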
Target sequence (B2RXH2 1-337 limits assumed): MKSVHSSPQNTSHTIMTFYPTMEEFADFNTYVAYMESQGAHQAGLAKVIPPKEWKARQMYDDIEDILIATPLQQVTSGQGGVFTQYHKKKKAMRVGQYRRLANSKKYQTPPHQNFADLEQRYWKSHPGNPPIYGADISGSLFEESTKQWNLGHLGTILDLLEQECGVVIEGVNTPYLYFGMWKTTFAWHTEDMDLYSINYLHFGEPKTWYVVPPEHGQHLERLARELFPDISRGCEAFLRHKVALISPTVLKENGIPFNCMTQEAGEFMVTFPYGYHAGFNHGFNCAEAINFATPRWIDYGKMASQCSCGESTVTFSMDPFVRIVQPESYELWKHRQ
NPSR antagonist: qHTS Assay for Antagonists of the Neuropeptide S Receptor: cAMP Signal Transduction; CHO-NPSR cells, cAMP TR-FRET, antagonist mode; Potency, µM (titrated, usually from 38.3 µM), inactives show at the top dose activity change, negative = inhibition, usual class: inhibitors; 1% of 220,000 active; further: on the % scale 0 is the no-effect control and ±100 the full control effect; nearly all actives have a fitted effect of over 50% in size; many of its hits are not listed in these tables
Target sequence (Q6W5P4 whole entry, looked up): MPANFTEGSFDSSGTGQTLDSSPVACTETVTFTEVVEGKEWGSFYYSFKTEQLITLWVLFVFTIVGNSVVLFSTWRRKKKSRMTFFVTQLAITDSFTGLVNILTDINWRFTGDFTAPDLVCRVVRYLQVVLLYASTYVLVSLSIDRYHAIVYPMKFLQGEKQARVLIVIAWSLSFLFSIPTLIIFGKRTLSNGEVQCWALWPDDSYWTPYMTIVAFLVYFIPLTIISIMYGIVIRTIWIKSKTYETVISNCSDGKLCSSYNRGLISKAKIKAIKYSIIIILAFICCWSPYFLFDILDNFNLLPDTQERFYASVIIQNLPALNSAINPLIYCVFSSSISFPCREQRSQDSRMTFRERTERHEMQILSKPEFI
IMPase Li cell: qHTS Assay for Identifying the Cell-Membrane Permeable IMPase Inhibitors: Potentiation with Lithium | CHO-M1 cells, IP1 TR-FRET (IP-One), carbachol + lithium | AID 1457, 2008 | Potency, µM (titrated, usually from 59.4 µM), inactives show at the highest dose activity, negative = IMPase inhibition, usual class: inhibitors | 0.35% of 210,000 active;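 further: IP1 builds up when IMPase is blocked and the TR-FRET signal falls; plate controls were basal vehicle for no effect and high inhibitor control for full effect; nearly all actives have a fitted effect of over 50% in size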
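CHO cells stably expressing M1 receptor (2000/well, cultured 16–30 h) treated 30 min at 37C with compound plus low lithium. Cytosolic IP1 by TR-FRET (665/620 ratio and 620 channel) after 10 min lysis; AC50 by Hill fit.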
Epigenetic reg: Quantitative High-Throughput Screen for Regulators of Epigenetic Control | Potency, µM (top dose mostly 53.9 µM), for the others: at the highest dose GFP activation, hits mostly activators | AID 1865, 2009 | 0.2% of 280,000 active | murine LDR cells, GFP reporter derepression, 30 h; further: % of control where 0% means no effect; nearly all actives have a fitted effect of over 60% in size
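Derepression of a silenced CMV-GFP reporter in murine LDR cells is scored by enumerating GFP-positive cells with a laser-scanning microplate cytometer after 30 hours of treatment at 37 C.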
RECQ1 inh: qHTS Assay for Inhibitors of RecQ-Like Dna Helicase 1 (RECQ1); RECQ1 DNA unwinding, red fluorescence kinetic read; 0.54% of 240,000 active; Potency, µM (titrated, usually from 57.3 µM), inactives show at the highest dose activity, negative = inhibition, hits mostly inhibitors; ATP-dependent DNA helicase Q1 (Homo sapiens), P46063;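 further: plate controls were vehicle for no effect and no enzyme for full effect; nearly all actives have a fitted effect of over 30% in size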
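50 nM RECQ1T1 preincubated 15 min with compound in Tris pH 8.0 buffer with MgCl2, DTT, Tween-20 and 2.5 ug/ml poly(dI-dC); started with 200 nM TAMRA/BHQ-2 forked duplex and 2 mM ATP. Unwinding read as fluorescence (525/598 nm), two reads 2 h apart.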
Starred values were filed as active, the others as inactive; i = inactive; ? = inconclusive; . = no result given; [ ] = another dose, or the depositor's remark. Unless noted, the call rests on the fitted dose curve; in most records, active means well fitted curve in the direction sought with a large enough effect; inconclusive means small, poorly fitted or top-dose-only effect, or another doubt; inactive means no such curve, though single readings can be large; an effect the other way counts as inactive or inconclusive. Potency means the concentration at half of the fitted maximal effect. An excerpt; the hit share may differ from the screen's.

structure,KinaseGlo FLuc,SMN2 splice up,GoLoco inh red,KDM4E inh,NPSR antagonist,IMPase Li cell,Epigenetic reg,RECQ1 inh
CN1/C(=C\C(=O)C[n+]2cccc(Br)c2)C(C)(C)c2ccccc21,5%,-74%[inhibitor],90%[activator],-10%,5%,11%,1.5%,-1%
CCc1c(C(=O)NN2C(=O)C3CCCCC3C2=O)csc1C (stereo not given),1%,17%,-8%,5%,20%,1%,-6.2%,1%
CCc1cc2c(N3CCN(C(=O)c4ccco4)CC3)ncnc2s1,4%,.,4%,-9%,10%,7%,-4.7%,i
CCCn1c(NCc2cc(C)ccc2O)nc2ccccc21,19%,-5%,8%,-4%,-21%[46.1 µM],43%[activator][38.3 µM],0.0%,-7%
CC(C)NC(=O)c1ccc(-n2nc(C(F)(F)F)c3c2CCCC3)cc1,2%,-12%,5%,0%,5%,1%,-1.1%,-9%
Cc1cccc(/C=C\c2nc3ccccc3c(=O)[nH]2)c1,?,2.8µM*,6%,-24%,-10%,0%,3.2%,i
COc1ccc(C(=O)N(CC2CCCO2)C(C(=O)NCCC(C)C)c2ccc(C)cc2)cc1OC (stereo not given),0%,1%,5%,6%,7%,-1%,-1.1%,-1%
CC(C)(C)c1cn(-c2ccc(F)cc2)c(=S)[nH]1,20%,-19%,4%,7%,6%[46.1 µM],26%[38.3 µM],-1.0%,i
NC(=O)C1(C(N)=O)OC1c1ccc(Cl)c(Cl)c1 (stereo not given),.,.,0%,7%,?,.,-1.0%,-2%
O=c1c(C(c2nnnn2C2CCCCC2)N2CCCCC2)coc2ccc(Cl)cc12 (stereo not given),-2%,15%,-6%,-4%,-25%[46.1 µM],-5%[38.3 µM],1.3%,-5%
C[C@H](NC(=O)NC1CCCc2ccccc21)C(=O)O (stereo not given in full),-3%,7%,11%,3%,2%[46.1 µM],3%[38.3 µM],-1.2%,i
O=C(Cc1c[nH]c2ccccc12)Nc1nc2ccccc2[nH]1,-1%,17%,9%,-3%,3%[46.1 µM],9%[38.3 µM],0.0%,-12%
Cc1ccccc1C(=O)NCCCc1ccccc1,0%,13µM*,-2%,1%,8%,-5%,1.6%,-1%
N#Cc1sc2nc3c(c(-c4ccco4)c2c1N)CCCC3,-1%,-10%,10%,5%,-10%[46.1 µM],-1%[38.3 µM],0.7%,4%
CCCn1cnc2c(SCc3ccc(Cl)cc3)nc(N)nc21,-4%[7.66 µM],-2%[9.22 µM],-3%[14.2 µM],.,.,1%,.,.
Cc1cccc(C)c1OCC(O)CNC(C)(C)C (stereo not given),-4%,-4%,-3%,-3%,-5%[46.1 µM],-1%[38.3 µM],-0.4%,-9%
CC(C)c1nc2c(c(=O)c3ccccc3n2C)c(=O)n1CCc1ccccc1,.,.,1%,-6%,?,.,-0.1%,17%
Cc1ccc2nc(SCC(=O)Nc3ncccn3)[nH]c2c1,.,.,12%,2%,12%,.,0.0%,-3%
CCCN(CCC)CCNC(=O)c1cc2c(=O)n(CC)c3ccccc3c2s1,.,.,8%,?,12%,.,1.0%,i
COc1ccc(C)cc1N(CC(N)=O)S(=O)(=O)c1ccc(C)cc1,0%,-10%,7%,4%,-9%[7.67 µM],-2%[38.3 µM],-2.2%,i
COc1ccc2[nH]c3ccccc3c2c1,0%,3%,4%,?,22%[46.1 µM],-23%[38.3 µM],-0.9%,i
COc1ccc(N2CCN(C(=O)CCNS(=O)(=O)c3ccc(Br)s3)CC2)cc1,-1%,-58%[inhibitor],-10%,2%,-13%[46.1 µM],38%[activator][38.3 µM],0.0%,-5%
O=C(NCc1ccccc1)C(=O)Nc1cccc(C(=O)O)c1,.,.,-11%,0%,-19%,.,2.1%,-7%
CCOC(=O)C1C(C(=O)OC)=C(c2ccc(F)cc2)c2ccccc2N1S(=O)(=O)C(F)(F)F (stereo not given),3%[39.9 µM],.,0%,.,.,4%,0.0%,-12%
COC(=O)[C@H](COC(C)(C)C)NC(=O)O[C@@H]1C(=O)c2cc(Br)ccc2O[C@H]1c1ccc2c(c1)OCO2,0%,1%,0%,10%,.,18%,0.8%,i
CC1(C)C(=O)OC(c2cccn2-c2cccc([N+](=O)[O-])c2)C2(CCCCC2)C1=O (stereo not given),-1%,-6%,-5%,-1%,-53%,22%,-1.0%,-7%
O=C(CSCc1c(F)cccc1Cl)NCc1cccnc1,-1%,11%,-12%,2%,27%,-9%,-1.1%,-13%
O=C(O)CCc1ccc(-c2ccccc2)n1NC(=O)c1sc2ccccc2c1Cl,-2%,5%,-6%,4%,-22%[46.1 µM],12%[38.3 µM],-0.2%,-1%
CSC(=O)NC(=O)NC(=O)c1ccc([N+](=O)[O-])cc1,.,.,5%,10%,-15%,.,2.1%,-12%
O=C(Oc1cc(Cl)ccc1Cl)c1ccc(N2CCOCC2)c([N+](=O)[O-])c1,5%,-14%,-5%,-4%,3%,-5%,0.0%,3%
COc1ccc(-n2c(=O)cc(N3CCN(c4ccccc4)CC3)[nH]c2=O)cc1,2%,-18%,-6%,4%,?,-15%[38.3 µM],2.2%,-4%
O=C(c1cccc(F)c1)N1CCN(c2ccc([N+](=O)[O-])c(N3CCCCC3)c2)CC1,0%,-33%[inhibitor],12%,-2%,?,0%[38.3 µM],-0.9%,-7%
CCOC(=O)C1(Cc2ccccc2)NC(c2ccccc2F)C2C(=O)N(CC)C(=O)C21 (stereo not given),0%,-19%,4%,0%,-15%[46.1 µM],-11%[38.3 µM],-0.7%,-9%
Cc1[nH]n(-c2ccc(F)cc2)c(=O)c1C=Nc1ccc(S(=O)(=O)N(C)C)cc1,-10%,5%,7%,0%,-19%,0%,-1.0%,-3%
COC(=O)Cc1cnc(NC(=O)C2C3CCC(C3)C2C(=O)O)s1 (stereo not given),5%,26%,5%,4%,-12%[46.1 µM],12%[38.3 µM],-1.1%,3%
CCOC(=O)CCN(Cc1cccs1)S(=O)(=O)c1ccc(F)cc1,0%,-6%,2%,0%,-6%[46.1 µM],-6%[38.3 µM],-2.0%,i
[O-]/[N+](=C\c1ccc(OC(F)F)cc1)c1ccccc1,-9%,-1%,0%,-5%,11%[46.1 µM],-11%[38.3 µM],1.0%,i
O=C(CCNc1ccc(Cl)cc1)c1cccs1,1%,29%,0%,-1%,-8%,3%,-1.0%,-10%
Cn1c(CSCc2ccc(Cl)cc2)nnc1SCC(=O)Nc1nc2ccccc2s1,-5%,-1%,5%,-3%,-7%[46.1 µM],20%[38.3 µM],0.7%,-9%
CC1(C)CC(=O)C2=C(C1)NC(=O)CC2c1cc(F)ccc1F (stereo not given),-5%,-11%,11%,-3%,-2%[46.1 µM],-12%[38.3 µM],-2.2%,-5%
CC1CCCCN1CC(=O)Nc1ccc2c(c1)OC(F)(F)O2 (stereo not given),1%,-58%[inhibitor],8%,13%,-3%,3%,0.0%,?
COc1ccc(-c2nn(CCC(=O)O)cc2/C=C2\SC(N)=NC2=O)cc1OC,7%,-8%,21%,0%,10%,0%,-1.1%,-1%
O=C(Cn1nc(C(F)(F)F)c2c1CCCCC2)N1CCOCC1,3%,22%,0%,5%,-9%[46.1 µM],17%[38.3 µM],0.0%,-2%
CCOC(=O)c1cn(Cc2ccccc2)c2cc(C)nn2c1=O,.,.,8%,?,-5%,.,1.1%,i
Cc1cc(C)c(C)c(C(=O)CSc2nnc(-c3ccc4[nH]c(C)c(C)c4c3)o2)c1C,0%,-40%[inhibitor],4%,?,6%[46.1 µM],24%,0.9%,-2%
O=C(C1CCCN1C(=O)c1cccs1)N1CCc2ccccc21 (stereo not given),-4%,-4%,12%,11%,4%[46.1 µM],2%[38.3 µM],4.5%,22%
NS(=O)(=O)c1ccc(CCNC(=O)CN2CCC(Cc3ccccc3)CC2)cc1,1%,-56%[inhibitor],-10%,2%,10%,11%,-3.4%,-12%
O/N=C/c1ccc(-c2ccccc2OC(F)(F)F)o1,.,.,-4%,-10%,7%,.,-1.3%,-12%
CCCCC1=NN2C(=N)CC(=O)N=C2S1,-6%,6%,10%,1%,-12%[46.1 µM],0%[38.3 µM],-1.1%,0%
Cc1c(C#N)c2ccccc2n1CC(=O)NC(C)c1ccccc1 (stereo not given),-9%,?,3%,4%,-16%[46.1 µM],20%[38.3 µM],5.7%,-3%
NNC(=O)c1ccc(CSc2nc3ccccc3s2)cc1,2%,-3%,18%,?,-3%,1%,0.1%,-10%
C/C(CCc1ccc2c(c1)OCO2)=N\N=C1\NC(=O)CC(C(=O)Nc2ccccc2)S1 (stereo not given),0%,-21%,-1%,6%,-8%[46.1 µM],-4%[38.3 µM],-1.1%,-18%
CC(C)CNc1c(N)n(CC(C)C)c(=O)[nH]c1=O,0%,-6%,10%,?,5%,-8%,-1.5%,-7%
COc1ccc(CNCCc2ccc(Cl)cc2)cc1OCc1ccccc1,8%,-54%[inhibitor],1%,?,6%,12%,0.0%,-5%
CC(C)(C)N(CC#CCC(O)(c1ccccc1)C1CCCC1)CCO (stereo not given),-3%,.,1%,?,4%,25%,1.5%,-7%
CCn1c(=N)n(CC(=O)c2ccco2)c2ccccc21,4%,8%,7%,-17%,0%[46.1 µM],14%,0.0%,-2%
